Screening results (PubChem)
PMI activator: activators of human PMI, primary screen, biochemical, fluorescence intensity, near-Km mannose 6-phosphate; Mannose-6-phosphate isomerase (Homo sapiens), P34949; purified human PMI, coupled resazurin fluorescence, 20 min; stronger effect = higher value; 1 = vehicle control, 0 substrate-free wells; activation factor at 20 µM; actives 0.005% (n = 190,000);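 active = activation factor of 2 or more at 20 µM, relative to plate controls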
Target sequence (P34949 whole entry, looked up): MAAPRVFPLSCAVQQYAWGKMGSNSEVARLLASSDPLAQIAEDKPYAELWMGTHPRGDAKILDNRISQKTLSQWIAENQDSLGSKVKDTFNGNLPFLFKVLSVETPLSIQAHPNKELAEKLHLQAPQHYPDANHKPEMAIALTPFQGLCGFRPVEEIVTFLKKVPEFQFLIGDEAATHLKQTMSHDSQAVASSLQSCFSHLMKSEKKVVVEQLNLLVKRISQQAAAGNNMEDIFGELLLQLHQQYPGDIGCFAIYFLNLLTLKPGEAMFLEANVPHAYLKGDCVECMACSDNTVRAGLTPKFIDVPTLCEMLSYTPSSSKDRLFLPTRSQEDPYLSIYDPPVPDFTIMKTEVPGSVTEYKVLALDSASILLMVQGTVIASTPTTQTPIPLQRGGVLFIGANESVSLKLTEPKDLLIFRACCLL
Lmaj promast: Leishmania major promastigote growth inhibition, primary screen; Leishmania major promastigotes, resazurin fluorescence viability; inhibition, % at 10 µM; actives 9% (n = 200,000); in the data active = inhibition above about 50%;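 note: promastigotes grown with compound for 44 hours at 28 °C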
TNAP act hiacc: TNAP activators at high phosphate acceptor level, primary screen, biochemical, luminescence, uHTS | Alkaline phosphatase, tissue-nonspecific isozyme (Homo sapiens), P05186 | purified TNAP, CDP-star luminescence, 1 M DEA, 30 min; stronger effect = higher value; 0 = EDTA background, 1 = DMSO-only activity | activation factor at 20 µM | 200,000 tested, under 10 active | AID 1136, 2008;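 active = activation factor at least 2 at 20 µM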
Target sequence (P05186 whole entry, looked up): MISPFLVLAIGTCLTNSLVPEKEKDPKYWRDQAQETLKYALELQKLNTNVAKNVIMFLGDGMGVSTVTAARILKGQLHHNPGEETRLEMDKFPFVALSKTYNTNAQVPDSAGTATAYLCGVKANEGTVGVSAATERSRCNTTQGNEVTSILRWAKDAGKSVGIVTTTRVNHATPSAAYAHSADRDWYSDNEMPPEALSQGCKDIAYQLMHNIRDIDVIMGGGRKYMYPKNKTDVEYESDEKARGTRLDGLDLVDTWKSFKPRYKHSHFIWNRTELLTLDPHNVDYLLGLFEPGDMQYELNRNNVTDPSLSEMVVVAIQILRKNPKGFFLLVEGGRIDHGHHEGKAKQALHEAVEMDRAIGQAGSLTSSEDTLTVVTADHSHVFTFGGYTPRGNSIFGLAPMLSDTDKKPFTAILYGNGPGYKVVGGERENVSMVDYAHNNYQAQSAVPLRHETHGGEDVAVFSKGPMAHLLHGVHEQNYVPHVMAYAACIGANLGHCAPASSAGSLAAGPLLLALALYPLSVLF
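Test system – human TNAP · Doses – 20 µM single point · Incubation – 30 min, room temperature · Signal – luminescent substrate turnover signal · Read-out basis – activation factor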
TNAP inh noacc: human TNAP enzyme inhibitors, primary screen, biochemical, luminescent, no phosphate acceptor, uHTS; AID 1012, 2008; Alkaline phosphatase, tissue-nonspecific isozyme (Homo sapiens), P05186; purified TNAP, CDP-star luminescence, 30 min; actives 0.26% (n = 200,000); inhibition, % at 20 µM;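 active = tissue-nonspecific alkaline phosphatase inhibition above about 50% at 20 µM in the single-dose screen, limit read from the data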;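 note: 0% = DMSO negative control and 100% = EDTA positive control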
Diaph act CS: compounds boosting diaphorase resazurin reduction – biochemical, uHTS, resorufin fluorescence, counter-screen for diaphorase-coupled primary assays, primary screen. Diaphorase/resazurin coupled assay, 16 min; stronger effect = higher value; 1 = vehicle wells, 0 = NADH-free wells. activation factor at 20 µM. actives 0.005% (n = 190,000). AID 1229, 2008;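 active = diaphorase activity raised at least twofold by the compound at 20 µM; inactive = activation factor below 2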
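test system = bacterial diaphorase enzyme (C. kluyveri) | quantity = enzyme 0.07 U/mL final | reagent = NADH substrate 0.114 mM plus resazurin dye 0.1 mM, final | incubation = 16 min enzyme reaction, ambient temperature | buffer or medium = HEPES pH 7.4 buffer with MgCl2 and Tween 20 | signal = fluorescence of resorufin, 544 nm excitation, 590 nm emission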
bIAP inhibitor: bovine intestinal alkaline phosphatase inhibitors, primary screen, selectivity assay for TNAP inhibitor project, biochemical, bovine IAP, CDP-star luminescence; alkaline phosphatase, intestinal [Bos taurus]; purified bovine IAP, 30 min; inhibition, % at 20 µM; 190,000 tested, under 10 active;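 active = over 50% inhibition of intestinal alkaline phosphatase at 20 µM in the single-dose screen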
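test system = bovine IAP enzyme | medium = DEA buffer 100 mM, pH 9.8, with MgCl2 1.0 mM, ZnCl2 0.02 mM | detection = luminescence | dosing = single compound dose of 20 µM, 2% DMSO final | incubation = 30 min reaction at room temperature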
Diaph inh CS: diaphorase inhibitors and chemical oxidizers, primary screen, counter-screen for diaphorase-coupled primary assays, biochemical, uHTS, resorufin fluorescence. diaphorase resazurin-to-resorufin fluorescence, NADH, 16 min; bacterial (C. kluyveri) enzyme, not human. inhibition, % at 20 µM. actives 0.69% (n = 190,000);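 active = primary screen inhibition at 20 µM above a set limit, cut at about 50% in these data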;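 note: plate controls were DMSO with full reaction for no effect and wells lacking NADH for full effect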
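Test system: diaphorase enzyme from Clostridium kluyveri; amount: diaphorase at 0.14 U/mL in enzyme working solution; detection: fluorescence of resorufin formed from resazurin, Ex 544/Em 590 nm; times: reaction incubation of 16 min at room temperature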
TNAP inh hi DEA: human TNAP enzyme inhibitors, primary screen, biochemical, luminescent, high phosphate acceptor level, uHTS | purified TNAP, CDP-star luminescence, 1 M DEA | inhibition, % at 20 µM | actives 0.03% (n = 200,000) | Alkaline phosphatase, tissue-nonspecific isozyme (Homo sapiens), P05186 | AID 1135, 2008;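 active = over 50% inhibition of tissue-nonspecific alkaline phosphatase at 20 µM in the single-dose screen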;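 note: plate controls were DMSO wells for no effect and EDTA-quenched wells as full inhibition for full effect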
bIAP activator: bovine intestinal alkaline phosphatase activators, primary screen, biochemical, bovine IAP, CDP-star luminescence | alkaline phosphatase, intestinal [Bos taurus] | purified bovine IAP, 30 min; stronger effect = higher value; fold of DMSO-control signal, blank-subtracted | activation factor at 20 µM | actives 0.17% (n = 200,000);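 active = activation factor of 2 or more at 20 µM, a signal rise over negative controls twice the positive control's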
PMI act satM6P: human PMI activators, high substrate, primary screen, biochemical, fluorescence intensity, near-saturating mannose 6-phosphate. actives 0.34% (n = 190,000). Mannose-6-phosphate isomerase (Homo sapiens), P34949. coupled PMI enzyme assay, resazurin fluorescence, 20 min; stronger effect = higher value; 1 = untreated enzyme, 0 = substrate-free blank. activation factor at 20 µM;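 active = activation factor of 2 or more at 20 µM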
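Material: human phosphomannose isomerase with PGI, G6PDH, diaphorase coupling enzymes; amount: PMI at 15 ng/mL final; also added: Mannose-6-phosphate 1.0 mM (near-saturating) plus 0.22 mM NADP+; incubation: enzyme reaction with compound 20 min at room temperature; signal: resorufin fluorescence (Ex 544/Em 590 nm) from resazurin via diaphorase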
* marks the source's active call; other numbers are inactive results; . = no result given; & = joins results of further samples; ! = not confirmed by another sample.

SMILES	PMI activator	Lmaj promast	TNAP act hiacc	TNAP inh noacc	Diaph act CS	bIAP inhibitor	Diaph inh CS	TNAP inh hi DEA	bIAP activator	PMI act satM6P
COCCNc1c(-c2ccc(O)cc2)nc2ccc(Cl)cn12	1.2	30	1	-2	0.9	1	8	2	1	1
CC(C)NC(=O)CCS(=O)(=O)c1cccc2nonc12	1	-5	1	-8	1	5	-2	-5	1	1.1
CC(=O)N1CCc2cc(S(=O)(=O)CCC(=O)N3CCN(c4ccccn4)CC3)ccc21	1	-1	1	-11	1	-14	-2	-2	1.1	1.1
Cc1ccc(Cl)cc1N1CCN(C(=O)CSc2nnc3n2C(C)(C)Cc2ccccc2-3)CC1	1	17	1.1	-9	0.7	6	31	-7	0.9	0.9
CCCCSCc1cc(C(=O)O)oc1C(C)(C)C	1.1	-1	1	-7	0.9	10	9	1	0.9	1
Cc1ccccc1NC(=O)CCC(=O)OCC(=O)c1ccc(-c2ccccc2)cc1	1.1	-8	1	-3	0.9	10	9	0	0.9	1.1
Cc1nc2cc(Cl)c([N+](=O)[O-])cc2s1	1	0	1	-5	1	6	2	-3	0.9	1
CC(=O)c1c(C)nc(-c2ccc3c(c2)OCO3)n1O	0.8	15	1	-7	0.8	7	21	2	0.9	0.8
COc1cc(-c2nnc(SCc3cc(=O)oc4cc(O)c(O)cc34)o2)cc(OC)c1OC	0.4	-14	0.8	49	0.3	6	67*	24	0.9	0.5
COc1ccc(CCN2C(=O)NC(NC(C)=O)(C(F)(F)F)C2=O)cc1OC (centres undefined)	1	4	1	-14	1	6	4	0	0.9	1
Cc1nn(-c2ccccc2)c(Cl)c1/C=C1/C(=N)N2N=C(C(C)C)SC2=NC1=O	0.9	6	1.1	-1	0.7	1	29	-5	1	0.6
COc1ccc(C2NC(=S)NC(C)=C2C(=O)Nc2ccccn2)cc1OC (centres undefined)	1	-5	1	-4	0.9	14	13	-3	0.9	1
CC(=O)c1c(C)n(-c2ccc(N(C)C)cc2)c2ccc(OCC(N)=O)cc12	1	19	1.1	-11	1	-7	0	-6	1.1	1
Cc1ccccc1OCC(O)Cn1c(=N)n(CCN2CCOCC2)c2ccccc21 (centres undefined)	0.9&1	51*!	1&1	-3&5	0.9&1	-21&-10	8&-3	-2&0	1.2&1.1	0.9&1
COc1ccc2oc(=O)c(C(=O)N3CCCC3)cc2c1	1.1	-7	1	-7	1.1	-12	-13	-4	1.1	1.1
COc1ccccc1/C=C(/C(=O)OCC(N)=O)c1ccccc1	1	62*	1	-4	0.9	15	6	-1	0.8	1.1
Cc1cccc(NC(=O)C2C(c3ccccc3)C2(Cl)Cl)c1 (centres undefined)	0.8	29	1.1	-18	0.7	1	25	-7	1	0.8
COc1cccc(C2C(C#N)=C(N)Oc3cc(C)n(Cc4ccco4)c(=O)c32)c1 (centres undefined)	1	7	1	-9	0.8	1	20	-2	1	0.9
Cc1cc2c3c(ccc(C)c3n1)N=CN2c1ccccc1	1	5	1	-15	0.9	-4	7	-4	1	1
CCn1nnnc1SCC(=O)N1c2ccccc2CCc2ccccc21	0.9	53*	1	-15	1	-10	3	-3	1.1	0.9

Full records as entered above. Values in the order: PMI activator, Lmaj promast, TNAP act hiacc, TNAP inh noacc, Diaph act CS, bIAP inhibitor, Diaph inh CS, TNAP inh hi DEA, bIAP activator, PMI act satM6P
Cc1cc2c3c(ccc(C)c3n1)N=CN2c1ccccc1 reads 1, 5, 1, -15, 0.9, -4, 7, -4, 1, 1
CC(=O)c1c(C)nc(-c2ccc3c(c2)OCO3)n1O reads 0.8, 15, 1, -7, 0.8, 7, 21, 2, 0.9, 0.8

Remaining list, next part
SMILES	PMI activator	Lmaj promast	TNAP act hiacc	TNAP inh noacc	Diaph act CS	bIAP inhibitor	Diaph inh CS	TNAP inh hi DEA	bIAP activator	PMI act satM6P
COCCN(C(=S)Nc1c(C)cc(C)cc1C)C(C)c1cccnc1 (centres undefined)	0.9	89*	1	-9	1	-8	0	1	1.1	0.9
COc1ccc(C(=O)NCCNC(C)=O)cc1S(=O)(=O)NCc1ccc(Cl)cc1	1	1	1	-11	1.1	8	-8	-5	0.9	1.1
O=C1N2c3ccccc3CCc3cccc(c32)C1(O)C(F)(F)F (centres undefined)	0.8	32	1	-12	0.8	16	20	-1	0.8	0.9
O=C(Nn1c(O)c(C=C2N=c3ccccc3=N2)sc1=S)c1ccccc1Cl	1.1	-8	0.9	6	0.8	12	18	5	0.9	1.2
CCc1ccc(N=c2c([N+](=O)[O-])nn(-c3ccc4c(c3)OCCO4)n2O)cc1	1.1	49	0.9	3	0.9	-5	10	10	1	0.9
O=C(Nc1ccccc1Cl)c1ccccc1Cc1ccccc1	0.9	-5	1	-6	0.8	3	15	2	1	1.1
O=C(Nc1ccccc1)N1CCN2C(=O)c3ccccc3C12c1ccccc1 (centres undefined)	0.9	32	1	-10	0.8	-26	20	2	1.3	0.9
Cc1[nH]nc2c1/C(=N\O)CC(C)(C)C2	1	0	1.1	11	1	4	3	-5	1	1
N#CCSc1nc2ccccc2c(=O)n1CCC(=O)NCCc1ccccc1	1.1	1	1	9	1	4	3	-1	1	1
COc1ccc(OC)c(CC(NC(C)=O)C(=O)NC2CCN(c3cc(C)nc4ncnn34)CC2)c1 (centres undefined)	0.8	-6	1	-6	0.9	5	10	-2	0.9	0.9
COc1ccc(NC(=O)Nc2c(C)n(C)n(-c3ccccc3)c2=O)cc1	0.9	-4	1	-2	0.8	16	23	-4	0.8	0.8
CCOc1ccc(-c2nnc(-c3ccccc3)n2-c2ccccc2)cc1	0.8	65*	1	-16	0.9	-25	12	-4	1.2	0.8
COc1cccc(C(=O)n2c(SC)nc3cc4c(cc32)OCCO4)c1	0.9	-1	1	-12	0.9	2	8	-4	1	1
NC1=NC(=O)/C(=C/c2cccs2)S1	1	-3	1	-17	1	4	0	0	1	1
CC(C(=O)Nc1ccccc1)N1C(=O)c2ccccc2C1=O (centres undefined)	.	-4	1	-6	.	-10	.	2	1.1	.
CCOC(=O)N1CCN(C(=S)NC2CCCC2)CC1	1	-8	1	-14	0.9	-5	5	-3	1.1	1
COc1ccc(OC)c(CCNC(=O)CC2Oc3ccc(C)cc3NC2=O)c1 (centres undefined)	0.9	5	1.1	-16	0.7	8	27	-8	0.9	0.8
Cc1cc(OCC(=O)NC2CCCCC2)ccc1Cl	1	-1	1	-4	0.9	-4	8	0	1	1
O=C(Nc1ccc(F)c([N+](=O)[O-])c1)c1ccc2c(c1)OCCO2	0.9	-1	0.9	-6	0.8	-10	19	6	1.1	0.9
CC(=O)c1cnc2cc(-c3cccc(Br)c3)nn2c1C	1	2	1	-10	0.9	-2	8	-4	1	1
COc1ccc(CCNC(=O)CSc2nnc3ccc(-c4cccnc4)nn23)cc1OC	1.1	4	1	-14	0.9	-3	10	-4	1	1
Cc1c(N2C(=O)CS/C2=N\N=C\c2ccc(Br)cc2)c(=O)n(-c2ccccc2)n1C	0.9	38	1	-7	0.9	4	14	2	1	0.9
Cc1ccc(N2C(=O)c3ccc(C(=O)N4CCOCC4)cc3C2=O)cc1C	1.2	-2	1	-8	0.9	6	6	-1	0.9	1.2
CCOc1ccc(OCCCCOc2ccccc2C(C)=O)cc1	0.8	39	1	-14	0.8	.	17	-4	0.5	1
CC(C)CC(=O)NC(=S)Nc1sc2c(c1C(N)=O)CCC2	0.8	-3	0.9	30	0.7	.	28	9	0.4	0.9
Cc1cccc(C2(c3cccc(C)c3)OC(=O)c3ccccc32)c1	0.8	-2	1.1	-8	0.7	33	30	-8	0.7	0.9
CCN(CC)C(=O)C1CCCN(C(=O)Nc2ccc3nsnc3c2)C1 (centres undefined)	0.8	-4	1	-6	0.7	-2	26	-2	1	0.5
O=C(NCCOCCOCCNC(=O)c1ccccc1)c1ccccc1	1.1	-6	1	-15	1	-12	3	-2	1.1	1
COc1cc(OC)c(C2=NOC(C(=O)Nc3cc(C)nn3-c3ccccc3)C2)cc1Cl (centres undefined)	0.9	2	1.1	-11	0.8	7	22	-5	0.9	0.9
CC1CCN(CC(=O)Nc2nn(-c3ccccc3)nc2C(N)=O)CC1	1.1	0	1	9	1.1	-2	-7	-5	1	1.1
COCc1cc(=O)n2[nH]c(C)nc2n1	0.9	-10	1	-6	0.9	2	8	0	1	1
Cc1nn(-c2ccccc2)c(Cl)c1/C=N/Nc1nnc(C)c(=O)[nH]1	1.1	5	1.1	-12	1	-22	-4	-6	1.2	1
CCN(CC)CCN1C(=O)c2ccccc2NC1c1ccc(Br)cc1 (centres undefined)	1.1	97*	1	-4	1	-5	-1	-2	1.1	1.1
C/C(NC(=O)c1cccc(F)c1)=C1/C(=O)C[C@@H]2[C@H]1C2(C)C	1.1	2	1.1	4	0.9	0	5	-6	1	1
COC(=O)c1ccccc1NC(=O)c1ccc(-c2ccccc2F)o1	1	-2	1.1	-6	0.9	7	7	-7	0.9	1
Cc1ccnc(SCC(N)=O)n1	1.1	-8	1	-10	1	12	-3	-3	0.9	0.9
COc1ccc2ccccc2c1CN1CCN(C(=O)c2ccccc2)CC1	1	22	1.1	-14	0.9	-14	10	-6	1.1	0.9
CSc1nnc(Cn2c(=O)sc3ccccc32)n1CCc1ccccc1	0.9	-3	1.1	-5	0.8	-2	21	-9	1	0.9
CC1CCC/C(=N/Nc2nc3ccccc3s2)C1 (centres undefined)	1	52*	1	-13	0.9	4	10	2	1	1

Part of the list above, reduced to PMI act satM6P.
| SMILES | PMI act satM6P |
| --- | --- |
| COc1ccc(CCNC(=O)CSc2nnc3ccc(-c4cccnc4)nn23)cc1OC | 1 |
| CC1CCC/C(=N/Nc2nc3ccccc3s2)C1 (centres undefined) | 1 |
| C/C(NC(=O)c1cccc(F)c1)=C1/C(=O)C[C@@H]2[C@H]1C2(C)C | 1 |
